# Compound activity: PubChem, several laboratories
# VCAM1 TNFa inh = inhibitors of TNFa-induced VCAM1 expression, primary screen, imaging, HUVEC, TNFa stimulus, immunofluorescence. HUVEC TNFa-induced VCAM-1 immunofluorescence, high-content imaging. inhibition, % at 2 µM. 95,000 tested, 0.48% active;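 active = inhibition above the batch mean plus 3 SD, with images confirmed as a hit by eye, cut at about 37% in these data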;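 note: 0% = TNF-stimulated DMSO wells and 100% = unstimulated control wells; not every result past the cut was called active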
# F-actin modifier = modifiers of F-actin cytoskeleton organization, primary screen, imaging, HUVEC, phalloidin staining, high-content imaging | HUVEC TNFa F-actin phalloidin imaging | inhibition, % at 2 µM | 91,000 tested, 0.18% active | AID 836, 2007;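 active = inhibition above the batch mean plus 3 SD and confirmed as a hit by visual image inspection, cut at about 30% in these data, passing the limit was not always enough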; note: strong numbers were not always called active
# PTPN22 inh 2 = PTPN22 phosphatase inhibitors, primary screen, biochemical, DiFMUP fluorescence, 2 µM; 96,000 tested, 0.21% active; recombinant LYP catalytic domain; inhibition, % at 2 µM; Tyrosine-protein phosphatase non-receptor type 22 (Homo sapiens), Q9Y2R2; AID 640, 2007;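 active = inhibition at 2 µM at or above a set limit, the screen mean plus 3 SD, cut at about 24% in these data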;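 note: 0% = DMSO with enzyme and 100% = enzyme fully blocked by orthovanadate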
# Target sequence (Q9Y2R2 whole entry, looked up, the tested form may be a part): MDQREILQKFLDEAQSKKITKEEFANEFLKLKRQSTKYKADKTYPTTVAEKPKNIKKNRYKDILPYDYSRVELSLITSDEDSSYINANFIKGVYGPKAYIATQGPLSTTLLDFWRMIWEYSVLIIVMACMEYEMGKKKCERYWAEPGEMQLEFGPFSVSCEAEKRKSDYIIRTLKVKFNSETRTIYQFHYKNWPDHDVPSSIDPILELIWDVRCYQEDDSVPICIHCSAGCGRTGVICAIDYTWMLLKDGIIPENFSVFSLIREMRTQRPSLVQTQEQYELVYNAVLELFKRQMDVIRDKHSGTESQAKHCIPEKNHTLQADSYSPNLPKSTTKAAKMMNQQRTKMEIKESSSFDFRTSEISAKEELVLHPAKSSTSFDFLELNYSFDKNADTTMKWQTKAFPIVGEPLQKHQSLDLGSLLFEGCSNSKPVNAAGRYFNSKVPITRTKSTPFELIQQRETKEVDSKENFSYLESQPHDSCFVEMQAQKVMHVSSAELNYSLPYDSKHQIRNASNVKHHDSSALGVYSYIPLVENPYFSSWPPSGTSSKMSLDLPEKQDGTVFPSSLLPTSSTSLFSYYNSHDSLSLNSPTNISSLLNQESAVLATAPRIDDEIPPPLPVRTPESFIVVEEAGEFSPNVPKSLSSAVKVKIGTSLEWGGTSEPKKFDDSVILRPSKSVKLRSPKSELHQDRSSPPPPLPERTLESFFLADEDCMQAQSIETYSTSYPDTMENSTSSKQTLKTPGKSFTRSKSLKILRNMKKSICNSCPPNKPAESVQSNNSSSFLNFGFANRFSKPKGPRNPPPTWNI
# MT1-MMP txn act = MT1-MMP promoter reporter activation – cell-based, luciferase luminescence, primary screen; HT1080 MT1-MMP promoter luciferase reporter, overnight; active compounds read high; activation factor at 10 µM; 86,000 tested, 0.16% active;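 active = activation factor of at least 2 for MT1-MMP transcription at 10 µM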
# DAT uptake mod = changed hDAT dopamine uptake under cocaine IC80, either direction, primary screen, cocaine antagonist project, cell-based, LLC-PK1 hDAT, [14C]-dopamine uptake, MLSMR. Sodium-dependent dopamine transporter (Homo sapiens), Q01959. LLC-PK1 hDAT cells, [14C]-dopamine uptake with cocaine IC80; actives deviate in either direction. B-score at 10 µM. 110,000 tested, 1.3% active. AID 449768, 2010;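 active = Z score or B-score, a plate-position-corrected score, falls beyond the plate's 99.7% confidence bounds, in either direction; inactive = both scores lie inside the 99.7% bounds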;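 note: scored against the spread of the other compound wells on the same plate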
# TNFa cytotox = cytotoxicity in TNFa-stimulated HUVEC, primary screen, cytotoxicity control for VCAM1 expression modulator project, imaging, Hoechst nuclei count. cell count reduction, % at 2 µM. AID 848, 2007. 93,000 tested, 0.17% active. HUVEC TNFalpha-stimulated, Hoechst cell count;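 active = cell count reduction exceeding the screen mean by over 5 SD, scaled to untreated wells per plate, cut at about 78% in these data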;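 note: cells counted after 24 h of TNF alpha exposure following the 1 h pretreatment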
# Smad3 inh = Smad3/FoxH1 peptide binding inhibitors, primary screen, biochemical, TR-FRET; Mothers against decapentaplegic homolog 3 (Homo sapiens), P84022; AID 630, 2007; inhibition, % at 25 µM; TR-FRET Smad3/Dy647-FoxH1 peptide binding, europium anti-His; 88,000 tested, 0.29% active;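 active = compounds that reduce the energy-transfer binding signal between the protein and its labelled peptide by more than half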;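 note: 0% = Smad3 plus labelled peptide maximal FRET and 100% = peptide-only background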
# IL1B cytotox = cytotoxicity in IL-1B stimulated HUVEC, primary screen, cytotoxicity control for IL-1B NFkB translocation project, imaging, Hoechst nuclear count, IL-1B stimulus. HUVEC cell count loss. cell count reduction, % at 2 µM. 94,000 tested, 0.41% active. AID 845, 2007;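 active = cell count reduction more than 3 SD above the screen-wide mean, cut at about 70% in these data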;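 note: normalized per plate to untreated control cells as the no-loss baseline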
# Calb biofilm kill = clotrimazole potentiators killing Candida biofilms, primary screen, with clotrimazole, Alamar Blue. inhibition, % at 6 µM. 85,000 tested, 0.14% active. C. albicans biofilm + clotrimazole;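 active = inhibition above 20%; inactive = inhibition below 20%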;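 note: preformed 24 hr biofilms exposed to compound for 48 hr; 0% = biofilm without compound and 100% = blank killed by clotrimazole plus chlorhexidine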
# An asterisk follows results filed as active; / = no result given; [ ] = another dose, or the depositor's remark. The list is partial; the hit share may differ from the screen's.
SMILES,VCAM1 TNFa inh,F-actin modifier,PTPN22 inh 2,MT1-MMP txn act,DAT uptake mod,TNFa cytotox,Smad3 inh,IL1B cytotox,Calb biofilm kill
CN1CCN(C(=O)c2ccc3c(=O)n(Cc4ccco4)c(=S)[nH]c3c2)CC1,3,/,2,0.9,0.98,-11,-3,-1,-9
O=C(Nc1ccccc1N1CCOCC1)c1ccccc1NS(=O)(=O)c1ccc(F)cc1,-7,-1,-2,1.1,/,-14,1,14,4
COCCn1c(N)c(C(=O)OCc2ccccc2)c2nc3ccccc3nc21,-10,-4,2,1,2.8,-14,7,-7,0
Cc1ccc(SC(C)C(=O)NCC(C)C)cc1 (stereo unspecified),8,-14,5,1.1,-0.2,-40,4,5,4
Cc1ccccc1C(=O)Nc1ccc(Br)cn1,10,36,-3,1.1,0.28,-25,-6,-2,5
CCOc1ccccc1NC(=O)CN(c1ccc(OC)cc1)S(=O)(=O)c1c(C)noc1C,14,-17,2,0.5,0.25,36,-4,16,3
CCOC(=O)N1CCN(C(=O)C2CCN(S(=O)(=O)c3ccc(Br)s3)CC2)CC1,25,1,5,/,0.38,29,-4,38,-3
CCOC(=O)N1CCN(C(=O)c2cnsn2)CC1,12,4,-6,1.1,0.0094,-7,-4,-29,2
Cc1cccc(N2CCN(C(=O)CCCn3c(=S)[nH]c4cc5c(cc4c3=O)OCO5)CC2)c1C,-66,-13,-8,0.9,/,-56,14,-29,2
COc1cccc(Nc2ncnc3nc[nH]c23)c1,13,-4,8,/,0.013,25,5,1,12
CC(=O)c1c(C)[nH]c(C(=O)OCC(=O)Nc2cc(C(F)(F)F)ccc2N2CCOCC2)c1C,10,4,-5,1,0.45,-6,3,-29,-2
COc1ccc(C2=Nn3c(nnc3-c3cccnc3)SC2)cc1OC,/,/,/,1.2,-0.26,/,14,/,7
COc1cccc(SCc2noc(C(=O)NCC3CCCO3)c2C(=O)O)c1 (stereo unspecified),-2,-10,-49,/,-0.56,-18,/,-9,/
COc1ccc(N2C(N)=NC(N)=NC23CCCC3)cc1,7,18,3,1,0.066,-28,-3,-29,8
Cc1ccccc1NC(=O)NCCCN1CCN(c2ccccc2)CC1,11,-8,-4,1.2,-0.52,-10,-9,/,7
S=C(NCCN1CCOCC1)N/N=C/c1c2ccccc2cc2ccccc12,-6,8,4,1.1,0.36,-15,0,2,6
CSc1nnc2c3ccccc3c3ccccc3c2n1,-10,-14,13,/,/,18,/,1,/
COc1ccccc1NC(=O)c1ccc(C)s1,24,2,2,1.5,-0.015,-9,1,3,6
CCn1c(C)c(C(C)=O)c(N2CCN(C(=O)c3ccco3)CC2)nc1=S,1,3,-17,1,0.38,-42,1,-26,5
CCCn1c(SCC(=O)Nc2ccc3c(c2)OCCO3)nnc1-c1ccco1,3,-2,7,0.9,1.6,-12,/,-4,/
COc1ccc(S(=O)(=O)N2CCCN(CC(=O)Nc3cc(NC(C)=O)ccc3OC)CC2)cc1,26,12,8,1,-0.41,52,12,-7,1
CC(=O)OCC(=O)[C@H]1CC[C@H]2[C@@H]3CC=C4C[C@@H](O)CC[C@]4(C)[C@H]3CC[C@]12C,/,/,/,1.1,0.038,/,13,/,13
COC(=O)c1ccc(NC(=O)CN2CCN(S(=O)(=O)c3cc(Cl)ccc3OC)CC2)cc1,8,-32,-9,1.1,0.27,-20,/,-16,/
O=C(COC(=O)c1ccc(S(=O)(=O)NCc2ccco2)cc1)Nc1ccc(OC(F)F)cc1,6,7,0,/,-0.62,-6,/,7,/
Cc1ccc(C)n1NC(=O)c1ccccc1O,8,5,3,1.1,-0.0048,-23,-5,-15,4
CN(C)c1ccccc1C(=O)c1ccccc1N(C)C,10,-18,-22,1.6,1.3,-11,-9,10,5
Cc1onc(-c2ccccc2)c1C(=O)Nc1ccncc1,-4,4,-14,1.1,0.41,-16,-7,-23,6
COc1ccccc1C1C2=C(COC2=O)Nc2cc3c(cc21)OCO3 (stereo unspecified),24,-48,8,/,-3*,67,/,53,/
O=C(COc1ccc(Cl)cc1)NCc1nnc(SCC(=O)Nc2ccc3c(c2)OCCO3)o1,24,-22,-14,1.4,0.36,-1,8,-15,6
CCn1c(SCC(=O)N/N=C/C=C\c2ccccc2[N+](=O)[O-])nc2ccccc21,7,-9,4,/,0.71,5,/,-47,/
Cc1ccc(NC(=O)c2snc3c(=O)[nH]cnc23)cc1C,5,1,1,/,-0.86,1,/,0,/
CC(=O)OC1CC(C)(C)N(OC(=O)c2ccccc2)C(C)(C)C1,/,/,/,1.1,0.061,/,-12,/,-3
COc1ccc(C2/C(=C(/O)c3ccccc3)C(=O)C(=O)N2CC(C)O)c(OC)c1 (stereo unspecified),-1,-9,-5,1.3,0.23,-20,2,-16,6
COCCCN1C(=O)c2ccccc2C1C(=O)NC1CCCCCC1 (stereo unspecified),10,23,-1,1.3,-0.4,-8,-7,6,/
C=CCn1c(SCc2c(C)noc2C)nc2cc(C(=O)O)ccc2c1=O,/,/,-4,1,-0.79,/,5,2,8
Cn1c(=O)c2c(nc(NCc3ccc4c(c3)OCO4)n2Cc2ccccc2)n(C)c1=O,14,-12,12,1.1,-0.11,-11,11,0,6
COc1ccc2nc(SCC(=O)Nc3c(C)cc(C)cc3C)[nH]c2c1,10,-15,-4,1.1,-0.49,3,0,-7,6
CCn1c(=O)cc(SCC(=O)Nc2cccc(SC)c2)c2ccccc21,-17,-9,5,0.9,-1.7,0,12[fluorescence artefact?],/,-7
CCCCNC(=S)NNC(=O)c1csc(C)c1,2,22,-3,1.2,1.3,-29,1,4,1
CCOC(=O)CC(=O)CSc1nc(C)cc(C)c1C#N,10,-5,5,1.2,-0.36,-3,-16,-9,7
COc1cc(OC)cc(-c2nnc(SCC(=O)N3CCOCC3)o2)c1,-15,-15,-3,/,0.11,4,/,-15,/
Cc1cc(C(=O)OCc2nc3ccccc3s2)c(C)o1,-19,11,8,1.4,/,12,5,-1,6
CCOC(=O)c1[nH]c(C)c(C(=O)NC2CCCCC2)c1C,3,-2,-1,1.1,/,-45,6,-2,10
CC(C)OCCCNC(=O)C(C)Oc1ccccc1 (stereo unspecified),3,/,-4,1.1,-1.2,-60,-13,3,9
O=C(CSc1nnc(-c2ccccc2)n1Cc1ccccc1)N1CCOCC1,-7,/,-2,1,1.4,-20,7,-31,9
CCCn1nc(C(=O)OCC(=O)c2ccc3c(c2)NC(=O)CO3)c2ccccc2c1=O,14,-1,4,1.1,-0.029,-13,-76[fluorescence artefact?],-2,6
O=c1oc(-c2cccs2)nc2ccc(Br)cc12,12,12,2,1,-0.26,-3,2,0,4
C/C(=N\NS(=O)(=O)c1ccc(C)cc1)c1ccc(Br)s1,6,4,-9,1,-0.98,-15,-4,6,2
C=CCc1cccc(/C=N/c2ncn[nH]2)c1O,14,2,-13,1.1,0.78,-12,7,-9,5
COc1cc(N/C=C(\C(C)=O)c2ccccc2)cc(OC)c1,-4,14,5,/,-0.59,-3,/,-23,/
O=C(COc1ccc2ccccc2c1)Nc1nc2ccccc2[nH]1,1,7,2,1,0.49,-23,7,-5,4
Cc1ccc(-c2noc(COc3ccc4c(c3)OCO4)n2)cc1,6,-5,-6,1.1,-0.7,/,-9,-45,-1
COc1cc(NC(=S)NC(=O)c2ccccc2C)ccc1NC(=O)c1cccs1,0,-15,6,/,-0.69,-11,/,2,/
COc1ccc(-n2nnnc2SCC(=O)Nc2ccccc2)cc1,9,31,5,1.1,0.15,14,5,-9,0
Cc1nn(C(C)C(=O)NCc2ccccc2Cl)c(=O)c2c1sc1ccccc12 (stereo unspecified),0,5,8,1,-0.037,-9,-9,-16,0
O=C(Nc1c(Cl)cccc1Cl)C1CCC1,1,-47,3,1.1,-0.7,-24,4,2,9
Cc1ccnc(NS(=O)(=O)c2cccc3nsnc23)c1,-5,-20,-10,1.2,-0.79,-7,-2,0,1
Cc1cc(S(=O)(=O)NC2CCCCC2)ccc1OCC(=O)NCc1ccccn1,11,11,-13,1.2,1.2,-33,8,-27,2
Cc1cc(C)c(C#N)c(SCC2COc3ccccc3O2)n1 (stereo unspecified),13,-41,-8,1.1,-0.2,-26,/,19,/
O=C(Nc1ccc(S(=O)(=O)N2CCCCC2)cc1)c1ccccc1Cl,6,/,4,1,1.1,-17,-1,6,-3

# The results go on.
SMILES,VCAM1 TNFa inh,F-actin modifier,PTPN22 inh 2,MT1-MMP txn act,DAT uptake mod,TNFa cytotox,Smad3 inh,IL1B cytotox,Calb biofilm kill
Cc1onc(-c2ccccc2Cl)c1-c1nc(-c2ccncc2)no1,12,-5,2,1.2,1.4,-20,0,10,1
O=C(c1ccco1)N1CCN(C(=O)c2cccs2)CC1,-12,-3,0,/,-0.49,-29,7,-5,3
Cc1ccc(N(CC(=O)Nc2c(C)n(C)n(-c3ccccc3)c2=O)S(C)(=O)=O)cc1C,12,2,-10,1.2,-0.047,-4,6,15,3
COc1ccc(N2CCN(Cc3nc4c(c(=O)[nH]c(=O)n4C)n3Cc3cccc(Cl)c3)CC2)cc1,/,/,/,1.1,1.5,/,-6,/,13
N#C/C(=C/N1CCOCC1)c1ccccc1,7,8,-6,1.1,-0.42,-26,-3,6,6
O=C(C1CCC1)N1CCc2cc(S(=O)(=O)N3CCc4ccccc4C3)ccc21,-11,-11,-3,1.4,-0.63,-6,-1,36,6
Cc1ccc(C(O)c2ccncc2)cc1 (stereo unspecified),6,2,-8,/,0.7,7,/,-8,/
COc1ccccc1CC(=O)Nc1cc2oc3ccccc3c2cc1OC,-8,6,1,/,-1.5,4,/,-29,/
O=C(CN1CCCN(S(=O)(=O)c2ccc(Br)cc2)CC1)Nc1ccc2c(c1)OCO2,-22,-6,1,1.2,-0.61,/,4,6,11
Cc1ccsc1-c1ccnc(-n2cccc2)n1,-4,-18,-1,/,/,0,/,0,/
Cc1cc(N2CCC(C)CC2)nc(-n2nc(C)cc2C)n1,-4,40*,-2,1.1,0.12,27,10[fluorescence artefact?],-6,6
Clc1ccc(C2=Nn3c(nnc3-c3n[nH]c4c3CCC4)SC2)cc1,12,-16,3,1.2,-0.15,20,-4,-6,1
c1ccc2c(c1)CCN(c1nc3ccccc3n3cnnc13)C2,6,2,-1,1.5,2.2,-16,-3,-9,7
CCOc1cc(C(=O)N2CCOCC2)ccc1OCc1ccccc1,-2,11,8,1,-0.67,16,-5,11,0
CC(C)OC(=O)Cn1c(=O)sc2ccccc21,/,/,/,1.4,-0.068,/,1,/,6

# Compounds above that have a COOH group, in the order listed:
SMILES,VCAM1 TNFa inh,F-actin modifier,PTPN22 inh 2,MT1-MMP txn act,DAT uptake mod,TNFa cytotox,Smad3 inh,IL1B cytotox,Calb biofilm kill
COc1cccc(SCc2noc(C(=O)NCC3CCCO3)c2C(=O)O)c1 (stereo unspecified),-2,-10,-49,/,-0.56,-18,/,-9,/
C=CCn1c(SCc2c(C)noc2C)nc2cc(C(=O)O)ccc2c1=O,/,/,-4,1,-0.79,/,5,2,8
